MBD2 DNA inh: inhibitors of MBD2 binding to methylated DNA, primary screen, biochemical, TR-FRET, DNA-binding domain, human. MBD2 binding to methylated oligonucleotide. inhibition, % at 4.4 µM. 0.31% of 370,000 active; in the data active = inhibition above about 13%
Target sequence (Q9UBB5 whole entry, looked up, the tested form may be a part): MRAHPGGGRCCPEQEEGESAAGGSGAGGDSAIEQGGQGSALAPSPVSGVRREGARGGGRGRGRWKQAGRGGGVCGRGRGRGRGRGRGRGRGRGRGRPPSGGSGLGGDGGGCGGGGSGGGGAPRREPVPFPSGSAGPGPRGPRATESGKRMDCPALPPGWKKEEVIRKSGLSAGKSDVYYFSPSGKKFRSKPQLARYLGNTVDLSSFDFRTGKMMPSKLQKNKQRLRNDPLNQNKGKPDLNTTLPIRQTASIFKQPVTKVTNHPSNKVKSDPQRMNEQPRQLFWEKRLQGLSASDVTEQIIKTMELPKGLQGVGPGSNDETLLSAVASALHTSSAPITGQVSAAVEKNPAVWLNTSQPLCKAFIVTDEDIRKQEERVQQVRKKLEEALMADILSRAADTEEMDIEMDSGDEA
KLK7 zymogen act: proKLK7 zymogen activators, primary screen, biochemical, fluorescence intensity; 0.9% of 370,000 active; purified proKLK7, EDANS-DABCYL substrate fluorescence; 100% is mature enzyme control, 0% vehicle; activation, % at 7 µM; Kallikrein-7 (Homo sapiens), P49862;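 active = activation above the mean of all tested compounds plus 3 SD, computed per campaign excluding outliers beyond control limits, cut at about 13% in these data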
Target sequence (P49862 whole entry, looked up): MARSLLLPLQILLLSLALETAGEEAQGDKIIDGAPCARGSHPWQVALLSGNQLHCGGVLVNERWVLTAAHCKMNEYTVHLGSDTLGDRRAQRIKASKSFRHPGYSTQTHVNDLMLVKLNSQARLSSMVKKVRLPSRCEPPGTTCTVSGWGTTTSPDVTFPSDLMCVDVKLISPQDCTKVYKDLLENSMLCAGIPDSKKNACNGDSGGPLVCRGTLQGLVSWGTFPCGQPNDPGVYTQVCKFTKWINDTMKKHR
DDE Tn6 FP inh: inhibitors of Tn6 peptide binding to fibrin DD(E), primary screen, biochemical, fluorescence polarization, human fibrin, Tn6 probe. 0.21% of 370,000 active. Fibrinogen beta chain (Homo sapiens), P02675. Fibrin DD(E) TRITC-Tn6 fluorescence polarization displacement. inhibition, % at 8.3 µM;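 active = inhibition above a per-campaign cutoff: mean of compounds within control limits plus 3 SD, cut at about 15% in these data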;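 also: 0% = median of all compound wells on the plate and 100% = blocking peptide control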
TCR CD3 inh: inhibitors of human TCR-CD3 interaction, primary screen, biochemical, fluorescence, TAMRA-labeled TCR probe | inhibition, % at 9.4 µM | 0.37% of 360,000 active | AID 651800, 2012; in the data active = inhibition above about 19%;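 also: recombinant mutant TCR 2C K166C tagged with TAMRA read by polarization; 0% = receptor in buffer alone and 100% = receptor with positive control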
Tn7 DDE FP: inhibitors of Tn7 peptide binding to fibrin DD(E), primary screen, biochemical, fluorescence polarization, human fibrin, Tn7 probe. AID 720508, 2013. inhibition, % at 8.3 µM. 0.13% of 370,000 active. FP displacement of FITC-Tn7 peptide from fibrin DD(E); 0% = median of compound wells per plate. Fibrinogen beta chain (Homo sapiens), P02675;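 active = inhibition above the mean of compounds falling within the control limits plus 3 SD of them, cut at about 14% in these data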;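 also: 0% = plate median of compound wells and 100% = 10 µM Aha-Tn7 peptide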
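system = human fibrin DD(E) protein | quantity = DD(E) 2 µM final | medium = Tris/NaCl/CaCl2 buffer, pH 7.8 | also added = labelled Tn7 tracer, 0.1 µM | compound dosing = single point at 8.3 µM | timing = compound with protein 10 min, then 3 h after probe, room temperature | signal = FP measurement | benchmarks = Aha-Tn7 high control | repeats = one replicate per compound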
TDP2 absorb: human TDP2 enzyme inhibitors, primary screen, biochemical, epi absorbance, recombinant enzyme | AID 720702, 2013 | 0.34% of 370,000 active | inhibition, % at 12.8 µM | T5PNP hydrolysis, p-nitrophenol absorbance 415 nm | Tyrosyl-DNA phosphodiesterase 2 (Homo sapiens), O95551;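 active = inhibition above the mean of all tested compounds plus 3 SD, set per campaign, cut at about 25% in these data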;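 also: 0% = DMSO with enzyme and 100% = buffer with substrate but no TDP2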
Target sequence (O95551 whole entry, looked up): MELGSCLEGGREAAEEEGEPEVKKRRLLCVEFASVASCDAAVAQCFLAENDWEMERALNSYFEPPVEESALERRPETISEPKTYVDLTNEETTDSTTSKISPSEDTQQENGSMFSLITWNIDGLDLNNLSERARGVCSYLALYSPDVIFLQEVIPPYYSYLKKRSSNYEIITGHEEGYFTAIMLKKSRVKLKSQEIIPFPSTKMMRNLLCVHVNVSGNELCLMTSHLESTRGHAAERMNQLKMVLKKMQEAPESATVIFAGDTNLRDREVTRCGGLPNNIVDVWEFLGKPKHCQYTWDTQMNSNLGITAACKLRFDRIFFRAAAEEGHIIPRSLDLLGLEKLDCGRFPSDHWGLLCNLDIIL
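Incubation: 2 h at 37 °C; Test system: recombinant human TDP2; Quantity: enzyme 120 nM; Read-out basis: percent inhibition; Medium: 50 mM Tris-HCl pH 7.5 with Mg2+, KCl, DTT, BSA; Repeats: single replicate; Compound: 12.8 µM single point, 1% DMSO; Signal: epi absorbance; Reagent: 5 mM T5PNP chromogenic substrate; Benchmarks: no-enzyme high, DMSO-plus-enzyme low.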
PRMT1 FP inh: PRMT1 methyltransferase inhibitors, primary screen, biochemical, fluorescence polarization. Protein arginine N-methyltransferase 1 (Homo sapiens), Q99873. recombinant PRMT1, activity-based probe fluorescence polarization. inhibition, % at 2.79 µM. 1.3% of 370,000 active. AID 652257, 2013;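 active = inhibition above about 21% made by adding two undisclosed values, limit read from the data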
LEDGF integ inh: blockers of LEDGF/p75-dependent integrase strand transfer – biochemical, TR-FRET, high throughput, primary screen | HIV-1 integrase (with human LEDGF/p75) | TR-FRET IN-LEDGF/p75 DNA integration, Eu/Cy5 | inhibition, % at 3.7 µM | 0.64% of 370,000 active;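 active = inhibition above the screen-wide mean plus 3 SD, cut at about 13% in these data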;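 also: signal is the Cy5 over europium emission ratio at 671 and 618 nm; 0% = plate median of compound wells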
UHRF1 MBD2 ctr: UHRF1 methylated DNA binding inhibitors, primary screen, counter-screen for MBD2 inhibitor project, biochemical, TR-FRET, human UHRF1, single concentration. inhibition, % at 4.4 µM. UHRF1 binding to methylated oligo. E3 ubiquitin-protein ligase UHRF1 (Homo sapiens), Q96T88. AID 687016, 2013. 0.75% of 370,000 active; in the data active = inhibition above about 21%;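 also: UHRF1 SRA domain binding a hemimethylated CpG hairpin DNA probe; 0% = median of test compound wells and 100% = reference inhibitor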
SIAE primary: human SIAE inhibitors, primary screen, biochemical, fluorescence polarization, FP-Rh probe, 1536-well HTS | Sialate O-acetylesterase (Homo sapiens), Q9HAT2 | SIAE FP-Rh probe binding | inhibition, % at 9.66 µM | 0.69% of 370,000 active;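 active = inhibition above a cutoff: mean of compounds within the control limits plus 3 SD of those, cut at about 17% in these data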;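 also: 0% = plate median of compound wells and 100% = probe without SIAE protein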
Numbers without * were called inactive; nt = not tested or not shown.

SMILES	MBD2 DNA inh	KLK7 zymogen act	DDE Tn6 FP inh	TCR CD3 inh	Tn7 DDE FP	TDP2 absorb	PRMT1 FP inh	LEDGF integ inh	UHRF1 MBD2 ctr	SIAE primary
COc1ccccc1OCCCCCNCCO	-3	-0.1	10	7	-3	-10	-2	-1	-2	3
CC(C)CC(=O)Nc1c2c(nn1-c1ccc([N+](=O)[O-])cc1)CS(=O)(=O)C2	1	1.0	-3	-2	-4	-8	-3	-3	-3	-7
CC(C)C1N=C(c2ccc3c(c2)OCO3)CC(c2ccccc2O)N1 (stereo not given)	0	-1.2	0	-5	-6	2	-1	0	-2	-9
O=C(COC(=O)c1cccc([N+](=O)[O-])c1)c1ccc(OCc2ccccc2)cc1	-3	-0.3	-5	5	1	3	-4	4	1	11
O=C(NCC1CCCO1)C(c1ccccn1)N(Cc1ccccc1Cl)C(=O)CN1C(=O)c2ccccc2S1(=O)=O (stereo not given)	4	0.7	9	6	8	-11	-3	0	3	12
CCOc1ccccc1NC(=O)C1CCCN(S(C)(=O)=O)C1 (stereo not given)	3	0.0	5	-10	6	-13	3	-5	1	-5
O=C(NCc1ccccc1Cl)C1CCCN1S(=O)(=O)c1ccc(F)cc1 (stereo not given)	-2	0.0	-1	3	-1	-10	0	1	2	1
CCCc1cc(=O)oc2c3c(cc(OCC(=O)NCCCn4ccnc4)c12)OC(C)(C)CC3	-1	17*	5	4	-1	7	-6	0	4	10
COc1ccc(CCNC(=S)N2CCC(Cc3ccccc3)CC2)cc1OC	-1	0.6	-2	4	1	0	-1	9	3	9
COc1ccc(C(c2nnnn2C2CCCC2)N2CCc3ccccc3C2)cc1OC (stereo not given)	-3	0.5	1	-1	-10	-5	2	6	-2	0
COc1ccc(CCCc2nnc(SCC(=O)Nc3cc(C)c(C)cc3Br)o2)cc1	4	0.5	-1	-4	-4	-5	-2	2	2	-2
C=CCNC(=S)N/N=C/c1cn(-c2ccccc2)nc1-c1ccc(OC)cc1	0	0.0	2	3	-4	1	0	1	3	12
CNC(=S)N/N=C/c1cn(CCOc2ccccc2OC)c2ccccc12	-1	-2.3	0	-2	2	9	1	1	-2	11
Cc1ccc(CNC(=O)CCC2CCCN(Cc3c(C)nn(C(C)C)c3C)C2)o1 (stereo not given)	-2	0.1	3	6	10	-1	-1	0	2	1
O=c1c2ccccc2n(CC(O)CN2CCOCC2)c2ccccc12 (stereo not given)	-5	5.9	1	8	6	-2	-1	-3	-4	5
CCCN1CCN(C(=O)CS(=O)(=O)Cc2nc(-c3cccc(OC)c3)oc2C)CC1	0	0.5	10	6	-1	-7	0	-2	-2	-4
Cc1sc2nc(CSCC(=O)Nc3ccc(OC(F)F)cc3)[nH]c(=O)c2c1C	1	0.2	-4	7	-10	0	-3	-3	-4	-1
O=C(CSc1nnc(-c2cccnc2)o1)N1CCCCC1	2	0.3	-3	1	1	-4	1	-7	0	3
COc1ccc(-c2nc(CNS(=O)(=O)c3cc(OC)ccc3OC)cs2)cc1	-3	0.9	-2	2	4	1	-3	5	0	-10
Cc1cc(NS(=O)(=O)c2ccc(NC(=S)NC(=O)c3cccc(S(=O)(=O)N(C)C)c3)cc2)no1	8	-0.2	5	3	2	-3	-2	-2	1	-4
CC(=O)OCC1(C)CN(c2ccccc2)N(C(C)=O)C1=O (stereo not given)	-2	0.0	-1	-1	5	-2	-3	-1	6	1
Cc1nc2cc(NC(=O)CS(=O)(=O)c3ccc(F)cc3)ccc2s1	-1	-0.1	4	5	6	1	6	-1	2	-6
COc1ccccc1-n1nc(C)cc1N	-1	-0.3	-1	4	-1	0	-5	3	1	13
COc1cc(/C(C)=N/NC(=O)CN2CCN(S(=O)(=O)c3ccc(C)cc3)CC2)ccc1O	3	-0.1	1	0	5	3	3	-4	-3	3
Cc1cc(C)n(C(=O)CSc2nc3ccccc3o2)n1	0	-0.2	8	4	-4	0	0	0	-2	2
O=C1OC(c2ccccc2)=C/C1=C\N1CCOCC1	4	-0.1	-3	-3	-2	-10	7	6	4	0
COc1cccc(CC(=O)Nc2nc(-c3cccnc3)cs2)c1	-3	-0.1	3	-6	1	4	-2	-1	-5	2
O=C1NC(c2cccs2)Nc2sc3c(c21)CCCC3 (stereo not given)	-5	-6.3	3	4	-2	-3	8	-1	-3	-4
O=C(Nc1ccccc1)c1ccc(S(=O)(=O)N2CCCCC2)cc1	4	-0.7	-2	-2	1	-9	6	-4	2	-9
Cc1cc(C)c2cc(C(=O)N3CCN(c4ncccc4C(F)(F)F)CC3)[nH]c2c1	0	-1.5	-2	-6	1	-14	1	-6	0	-4
O=C(Nc1ccccc1C(F)(F)F)c1cc(S(=O)(=O)N2CCOCC2)ccc1F	1	0.6	3	0	-1	10	1	-3	2	-3
Cc1ccccc1C1CCCN(Cc2nc(CC3CC3)no2)C1 (stereo not given)	-5	-0.4	4	2	1	-6	-1	-3	-4	5
COc1ccc(-n2ncc3c2CC(C)(C)CC3NC(=O)c2c(C)cc(=O)oc2C)cc1 (stereo not given)	3	0.7	-6	0	5	-18	-5	4	4	-8
Cc1ccccc1S(=O)(=O)c1c(C)cc(C)n(CC(C)C)c1=O	-2	-1.0	2	4	1	-9	1	-2	-3	-4
CCOc1ccc(N2CSC(=S)N(c3ccc(OCC)cc3)C2)cc1	-2	0.3	-1	1	1	-5	-2	3	-1	7
Cn1c(=O)cc(SCC(=O)N2CCN(c3ccccn3)CC2)c2ccccc21	1	0.3	2	0	-5	-2	0	-1	8	4
O=C(CNC(=O)c1ccc(Cl)cc1Cl)OCn1nnc2ccccc2c1=O	-6	-0.3	-3	1	6	-7	3	0	-5	7
Brc1ccc(-c2c(-c3ccsc3)sc3ccccc23)cn1	5	-0.7	-3	-7	1	8	0	-1	10	-7
Cc1cc(-c2ccccc2)nc(=O)[nH]1	3	0.5	0	8	-2	-1	-3	-1	0	-3
C=C(C)CN1C(=O)C(C)SC1=NN=C1SCC(=O)N1C (stereo not given)	7	0.3	-3	3	-2	12	2	0	-1	-1
CSc1nnc(-c2ccc([N+](=O)[O-])cc2)o1	-2	-0.2	3	8	7	-3	-1	-4	-4	0
CCOC(=O)CCCNC(=O)CCNC(=O)c1ccc(OCCC(C)C)cc1	1	0.2	2	4	-4	3	-3	0	-1	-3
COc1ccccc1OCc1cc(C(=O)N(C)CCC2CCOCC2)no1	2	0.6	1	3	7	7	-1	-2	-1	2
Cc1cc2c(ncn2Cc2ccccc2)c(NS(C)(=O)=O)c1C	3	0.3	10	4	3	6	0	-1	-2	-5
COc1ccccc1OCC(=O)Nc1ccc(S(=O)(=O)N2CCCCCC2)cc1	-5	0.8	0	6	3	-8	1	-4	-4	-8
Cn1nc(-c2ccc(C(=O)O)cc2)c2ccccc2c1=O	0	-0.2	-1	1	3	-7	0	2	6	-2
COc1cccc(NC(=O)CN(C)C(=O)/C=C/c2ccc3ccccc3n2)c1	-2	0.1	4	7	-3	0	-1	1	1	-2
COCCN(CC(=O)NCC1CCCO1)C(=O)CCC(=O)Nc1cc(C)on1 (stereo not given)	0	0.2	0	0	-3	7	-1	1	-1	1
NC(=O)CC12CC3CC(C1)CC(CC(N)=O)(C3)C2	1	0.0	2	5	-12	-4	1	2	3	-2
Cc1cc(C)cc(N=c2c([N+](=O)[O-])nn(-c3ccc(Cl)cc3)n2O)c1	2	-0.2	-5	7	-7	-14	-6	-2	-2	5
Cc1c(NC(=O)c2ccc(Cl)nc2)cccc1-c1nc2cccnc2s1	10	0.1	-6	4	3	-1	-6	3	22*	0
O=C(c1ccc(CS(=O)Cc2ccccc2Cl)o1)N1CCN(c2ccccc2)CC1 (stereo not given)	2	0.9	-6	9	3	4	0	4	-2	-2
c1ccc2cc(Cn3ccnc3)ccc2c1	1	0.2	-1	-5	0	-10	-3	4	0	-1
Cn1nccc1C(=O)Nc1cccc(S(=O)(=O)N2CCOCC2)c1	-1	0.2	-4	2	1	7	1	2	-1	-2
CCOC(=O)NC[C@@]1(C(=O)OC)CC(=O)N(C)[C@@H]1c1ccccc1	0	0.1	-1	nt	-1	9	1	-2	1	6
O=C1CN(C(=O)COC(=O)[C@@H]2CC(O)CN2S(=O)(=O)c2ccc(Cl)cc2)c2ccccc2N1 (stereo not given in full)	-9	-0.5	6	2	6	6	-3	-2	-1	0
Cc1cccc2c(C(=O)n3cccn3)cc(-c3ccccc3Cl)nc12	2	0.1	-3	2	-3	-11	16	-1	-1	-1
O=C(O)C1Cc2ccccc2CN1C(=O)c1ccccc1 (stereo not given)	1	0.3	5	9	2	19	-2	0	-2	4
Cc1n[nH]c(=O)c2c(NC(=O)CSc3ccc(Br)cc3)oc(C)c12	-3	-0.7	1	1	-3	0	-1	5	-2	11
O=C(COC(=O)c1ccccn1)NCc1ccccc1	-1	-0.9	10	4	4	1	-1	-2	-2	-6

Gathered by group, those above containing a CF3 group
SMILES	MBD2 DNA inh	KLK7 zymogen act	DDE Tn6 FP inh	TCR CD3 inh	Tn7 DDE FP	TDP2 absorb	PRMT1 FP inh	LEDGF integ inh	UHRF1 MBD2 ctr	SIAE primary
Cc1cc(C)c2cc(C(=O)N3CCN(c4ncccc4C(F)(F)F)CC3)[nH]c2c1	0	-1.5	-2	-6	1	-14	1	-6	0	-4
O=C(Nc1ccccc1C(F)(F)F)c1cc(S(=O)(=O)N2CCOCC2)ccc1F	1	0.6	3	0	-1	10	1	-3	2	-3

(listing goes on)
SMILES	MBD2 DNA inh	KLK7 zymogen act	DDE Tn6 FP inh	TCR CD3 inh	Tn7 DDE FP	TDP2 absorb	PRMT1 FP inh	LEDGF integ inh	UHRF1 MBD2 ctr	SIAE primary
CC1(C(=O)NS(=O)(=O)Cc2cccc(Cl)c2)CCN1C(=O)C/C=C/c1ccccc1 (stereo not given)	1	0.2	6	7	-3	-1	0	-2	-1	1
CCCNC(=O)c1ccccc1C(=O)NC1(C(=O)NCCC)CCCC1	-4	0.0	-2	3	1	-2	-8	3	-1	3
Cc1c[nH]c2cccc(-c3cc4ccccc4o3)c12	1	-12	-5	nt	-3	-6	-6	4	-5	5
C=CCc1c(N(CC)CC)nc(C)[nH]c1=O	3	0.4	2	-7	2	5	5	0	4	-9

Source: PubChem (The Scripps Research Institute Molecular Screening Center)
